Source: PubChem BioAssay (several laboratories)
HCT116 bCat-KO – beta-catenin-lacking colon tumor cell growth suppression; viability, % at 10 µM; HCT116 beta-catenin knockout viability, CellTiter-Glo, 60 h; hits give low values; hit rate 1.5% among 140,000;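 active = viability at or under a set limit, the compound median less 4 SD, cut at about 6% in these data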;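 note: 0% = Hyamine 1622 control at 20 µM and 100% = untreated cell control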
Yeast life ext – yeast lifespan extension | AID 775 | hit rate 0.68% among 130,000 | inhibition of the nicotinamide effect, % at 10 µM | S. cerevisiae growth with nicotinamide, OD615; deaD strain in restrictive glucose medium;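 active = inhibition above a set limit, placed 3 SD over the median of all compounds, cut at about 26% in these data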;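 note: 0% = nicotinamide-treated wells and 100% = cells grown without nicotinamide; some compounds called inactive have numbers as strong as hits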
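assay system = DeaD-strain S. cerevisiae | measured by = absorbance at 615 nm | probe or stimulus = nicotinamide 1.5 mM | buffer or medium = CSMM-D glucose medium, restrictive | times = 48 h at 30 °C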
MRP1 act – activators of MRP-1 | viability increase, % at 10 µM | hit rate 0.61% among 140,000 | H69AR cells + doxorubicin, viability rescue, CellTiter-Glo | AID 799;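 active = viability gain under doxorubicin at or above a set limit, the compound median plus 3 SD, cut at about 4.7% in these data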;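 note: MRP-1 overexpressing cells given doxorubicin 25 µM after compound pretreatment; 18-22 h compound pretreatment then 72 h with doxorubicin before readout; 0% = doxorubicin-only wells and 100% = vehicle-treated cells without doxorubicin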
E-sel TNF inh – blocks E-selectin expression induced by TNF alpha | hit rate 0.71% among 120,000 | HUVEC TNFa-induced E-selectin immunofluorescence, high content | inhibition, % at 2 µM | AID 1246;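 active = inhibition above the batch mean plus 3 SD, and confirmed as a hit on visual image review, cut at about 43% in these data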;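 note: 0% = TNF-stimulated DMSO wells and 100% = unstimulated control wells; not every result past the cut was called active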
GALR2 antag – antagonists of human galanin receptor 2 (GALR2); hit rate 0.39% among 140,000; inhibition, % at 4 µM; AID 828; GALR2-expressing cells, antagonist mode; O43603; in the data active = inhibition above about 27%;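 note: cells stimulated with galanin 1-16 at roughly its EC80; 0% = agonist challenge control and 100% = basal control without agonist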
Target sequence (O43603 whole entry, looked up): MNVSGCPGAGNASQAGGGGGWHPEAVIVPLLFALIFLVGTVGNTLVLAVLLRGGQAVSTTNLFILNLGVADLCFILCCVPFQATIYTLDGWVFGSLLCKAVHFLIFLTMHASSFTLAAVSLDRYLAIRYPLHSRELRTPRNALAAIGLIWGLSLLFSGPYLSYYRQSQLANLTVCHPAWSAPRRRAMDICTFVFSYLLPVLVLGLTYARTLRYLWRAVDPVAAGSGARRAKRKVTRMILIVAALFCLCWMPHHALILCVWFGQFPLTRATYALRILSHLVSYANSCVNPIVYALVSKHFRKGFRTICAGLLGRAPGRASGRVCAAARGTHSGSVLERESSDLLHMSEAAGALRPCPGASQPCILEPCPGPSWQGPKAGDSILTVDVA
Measles CPE – protection of cells from measles virus | Measles virus-infected cells, CPE protection, absorbance | protection (pct of control), % at 4 µM | hit rate 1.5% among 140,000; in the data active = protection mostly above about 24%, no sharp cut-off; inactive = mostly below about 26%; note: some compounds called inactive have numbers as strong as hits
HCT116 PTEN-null – growth suppressors of cells with PTEN tumor suppressor deletion; HCT116 PTEN-null viability, CellTiter-Glo, 60 h; hits give low values; viability, % at 10 µM; hit rate 1.2% among 140,000; AID 827;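 active = viability at or below a set limit, 4 SD under the median of all tested compounds, cut at about 3.7% in these data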;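 note: PTEN knockout HCT116 line with beta catenin targeted HCT116 as companion control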
Phagocyt inh – macrophage phagocytosis inhibition | J774A.1 macrophage IgG-bead phagocytosis, imaging | inhibition, % at 5 µM | hit rate 0.07% among 110,000 | AID 1029;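 active = inhibition above the mean of the plate negative controls plus 5 SD, cut at about 13% in these data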;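 note: phagocytic index as fraction of beads internalized from green versus red external bead signal; plate controls were DMSO negative control for no effect and cytochalasin-D positive control for full effect; some results beyond the cut were filed as inactive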
BB579 growth dn – yeast BB579 growth reduction in restrictive medium; S. cerevisiae BB579 growth, OD615, 48 h; inhibition, % at 10 µM; hit rate 0.51% among 140,000; AID 804;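 active = inhibition above a set limit, 3 SD over the mean compound inhibition, cut at about 44% in these data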; note: inactives centre near -24
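controls = amphotericin B 10 µg/mL, positive | assay system = DeaD yeast strain BB579 | schedule = 48 h compound exposure at 30 °C after 4 h preincubation | detection = OD615 turbidity measurement | medium = restrictive CSMM-D medium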
NPY Y2 blocker – antagonists of human neuropeptide Y receptor Y2 | P49146 | NPY-Y2 expressing cells, antagonist mode | inhibition, % at 2.7 µM | hit rate 0.99% among 140,000 | AID 793; in the data active = inhibition above about 17%;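 note: 0% = vehicle with agonist challenge and 100% = reference antagonist with challenge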
Target sequence (P49146 whole entry, looked up): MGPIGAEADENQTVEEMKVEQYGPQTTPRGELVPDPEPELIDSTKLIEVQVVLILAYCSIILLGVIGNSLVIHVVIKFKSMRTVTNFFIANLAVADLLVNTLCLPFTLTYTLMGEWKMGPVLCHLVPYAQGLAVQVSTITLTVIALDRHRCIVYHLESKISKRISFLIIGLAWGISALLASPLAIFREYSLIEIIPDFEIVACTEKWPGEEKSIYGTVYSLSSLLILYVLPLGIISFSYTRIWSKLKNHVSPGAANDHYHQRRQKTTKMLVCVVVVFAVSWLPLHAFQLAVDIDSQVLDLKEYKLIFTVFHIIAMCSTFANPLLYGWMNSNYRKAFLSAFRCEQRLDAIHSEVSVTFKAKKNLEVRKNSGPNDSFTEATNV
* hit, by the source's call; · = not tested or not shown.

SMILES	HCT116 bCat-KO	Yeast life ext	MRP1 act	E-sel TNF inh	GALR2 antag	Measles CPE	HCT116 PTEN-null	Phagocyt inh	BB579 growth dn	NPY Y2 blocker
Oc1cccc(NC(=S)Nc2ccc(SC(F)F)cc2)c1	96	16	-2.6	-14	10	17	91	-11	-8	2
O=C(CCCn1c(=O)[nH]c2cc(Cl)ccc2c1=O)NCC1CCCO1 (centres undefined)	93	-2	-2.0	·	3	20	93	·	-23	-2
COc1ccc(OCC(=O)N/N=c2\oc3c(OC)cccc3cc2C(N)=O)cc1	92	1	-3.1	14	-8	4	88	-7	-10	3
Cc1ccc(C(=O)N/C(=C\c2ccc([N+](=O)[O-])cc2)C(=O)NCCc2ccccc2)cc1	90	1	-2.2	-24	-10	9	91	·	-44	0
Cc1cc(C)c2c(=O)[nH]c(SCC(=O)Nc3ccccc3)nc2n1	91	-7	-3.5	·	6	7	101	0	-18	19*
CCOC(=O)c1ccc(NC(=O)Nc2ccc(F)cc2)cc1	63	-10	-4.8	5	-6	16	45	0	-28	1
CCC(=O)Nc1cccc(NC(=S)NC(=O)c2cccc(C)c2)c1	79	-5	-3.4	·	16	8	84	-3	7	11
CCn1c(CCCOc2ccc(Cl)cc2Cl)nnc1SCC(=O)Nc1cc(F)ccc1C	59	7	-2.4	-5	4	4	60	0	-33	2
COCCn1c(Cc2ccccc2)nnc1SCC(=O)NC(C)C	111	-4	-0.8	-3	5	28	100	0	-19	2
O=C(O)c1nc(-c2ccccc2)n(-c2ccc(Cl)cc2)n1	96	7	-2.2	-13	-3	3	97	·	-20	1
O=C(CN1C(=O)COc2ccccc21)N1CCc2ccccc2C1	72	·	-4.5	15	8	5	80	·	-18	1
O=S(=O)(c1cccc(S(=O)(=O)N2CCCC2)c1)c1cccc(S(=O)(=O)N2CCCC2)c1	88	-11	-0.1	-21	2	25	104	0	-48	1
Cc1cc(N2CCN(c3ccccc3F)CC2)nc2cc(O)ccc12	82	-23	-2.6	-2	2	11	80	·	-24	1
C=CCC(NCc1ccccc1)c1ccc(Cl)cc1 (centres undefined)	66	7	-2.5	·	-5	9	66	-10	-39	2
CCOC(=O)c1cnn2c(N)c(C#N)nnc12	94	-22	-2.6	5	6	2	95	2	-16	1
Cc1ccc(C(=O)N/C(=C\c2cccnc2)c2nc3ccccc3[nH]2)cc1	92	-1	-1.7	-109	19	9	86	-7	-41	2
Cc1ccc(NC(=O)c2cc(S(=O)(=O)N3CCOCC3)ccc2F)c(C)c1	88	-5	0.7	-27	19	4	100	0	-48	1
CCOC(=O)c1[nH]c(=O)c2ccccc2c1O	94	-7	-0.6	-16	-4	26	101	·	-37	-2
Cc1ccc(CSc2nnc(CC(=O)Nc3ccc(C)cc3)n2C)cc1	99	-2	1.4	-16	4	12	96	·	-40	1
CC1(C)CN(c2ccccc2)N(C(=O)c2ccc(F)cc2)C1=O	78	0	-2.8	10	2	31	86	·	12	3
CCc1ccc(C2NC(=S)NC3=C2C(=O)N(c2ccccc2OC)C(c2ccc(CC)cc2)N3)cc1 (centres undefined)	75	-18	-3.3	·	-4	14	71	-1	53*	1
Cc1ccnc(NC(=O)C23CC4CC(CC(C4)C2)C3)c1	85	8	-4.9	-11	4	24	86	0	-3	3
OCCN(Cc1ccccc1)Cc1ccc(C(F)(F)F)cc1	90	5	-3.8	7	-2	7	91	0	-21	0
Cc1ccc(C(=O)CN2/C(=C(\O)c3ccccc3)C(=O)c3ccccc3S2(=O)=O)c(C)c1	40	24	-5.1	15	1	2	35	0	-34	2

Continued; it opens with the four that closed the last part.
SMILES	HCT116 bCat-KO	Yeast life ext	MRP1 act	E-sel TNF inh	GALR2 antag	Measles CPE	HCT116 PTEN-null	Phagocyt inh	BB579 growth dn	NPY Y2 blocker
CCc1ccc(C2NC(=S)NC3=C2C(=O)N(c2ccccc2OC)C(c2ccc(CC)cc2)N3)cc1 (centres undefined)	75	-18	-3.3	·	-4	14	71	-1	53*	1
Cc1ccnc(NC(=O)C23CC4CC(CC(C4)C2)C3)c1	85	8	-4.9	-11	4	24	86	0	-3	3
OCCN(Cc1ccccc1)Cc1ccc(C(F)(F)F)cc1	90	5	-3.8	7	-2	7	91	0	-21	0
Cc1ccc(C(=O)CN2/C(=C(\O)c3ccccc3)C(=O)c3ccccc3S2(=O)=O)c(C)c1	40	24	-5.1	15	1	2	35	0	-34	2
Cn1c(=O)c2c(nc(SCCCC#N)n2Cc2c(F)cccc2Cl)n(C)c1=O	85	-2	-4.1	·	7	15	84	-1	-35	2
CCOC(=O)c1cnc2ccccc2c1Nc1ccc2c(c1)OCCO2	82	0	-1.2	-23	0	11	87	4	-26	9
COc1ccc(C(=O)Nc2cc(OC)ccc2OC)cc1	94	-12	-1.4	13	3	3	94	-1	6	6
COc1ccc(N2C(=O)NC(NC(=O)c3ccncc3)(C(F)(F)F)C2=O)cc1 (centres undefined)	92	-2	-1.7	-1	5	6	95	·	-39	2
CCOC(=O)c1ccccc1NC(=O)CSc1nc2c(c(=O)n(C)c(=O)n2C)n1C	101	-14	-1.5	8	2	6	97	-1	-25	0
Cn1nnnc1SCC(=O)Nc1ccc(Oc2ccc(Cl)cc2)cc1	91	0	-4.6	-10	0	11	92	0	-22	-2
CCOC(=O)c1cnc2c(-c3ccccc3)cnn2c1N	95	-12	-2.9	·	-10	5	83	0	-9	0
CCOC(=O)CSc1nnc(-c2ccccc2)c(=O)[nH]1	84	-10	0.0	-7	-6	8	87	0	-29	4
Cc1ccc(C(=O)Nc2ccc(OCc3ccccc3)cc2)cc1[N+](=O)[O-]	100	-9	-0.7	48	-4	3	95	-3	-39	1
CCCN1C2=NCCN2c2ccccc21	95	-8	-1.2	-10	-7	45*	98	0	-7	2
CCCn1c(-c2ccc(OC)cc2)nc2ccccc21	82	53	-1.4	·	3	4	87	0	-80	4
CS(=O)(=O)N(CC(=O)NCCSc1ccccn1)c1cccc2ccccc12	101	-4	-2.1	·	5	20	101	5	-7	2

Rewritten in CSV form: part of the list above
SMILES,HCT116 bCat-KO,Yeast life ext,MRP1 act,E-sel TNF inh,GALR2 antag,Measles CPE,HCT116 PTEN-null,Phagocyt inh,BB579 growth dn,NPY Y2 blocker
CCOC(=O)c1cnc2c(-c3ccccc3)cnn2c1N,95,-12,-2.9,·,-10,5,83,0,-9,0
CCOC(=O)CSc1nnc(-c2ccccc2)c(=O)[nH]1,84,-10,0.0,-7,-6,8,87,0,-29,4
Cc1ccc(C(=O)Nc2ccc(OCc3ccccc3)cc2)cc1[N+](=O)[O-],100,-9,-0.7,48,-4,3,95,-3,-39,1
CCCN1C2=NCCN2c2ccccc21,95,-8,-1.2,-10,-7,45*,98,0,-7,2
CCCn1c(-c2ccc(OC)cc2)nc2ccccc21,82,53,-1.4,·,3,4,87,0,-80,4
CS(=O)(=O)N(CC(=O)NCCSc1ccccn1)c1cccc2ccccc12,101,-4,-2.1,·,5,20,101,5,-7,2

(further entries)
SMILES	HCT116 bCat-KO	Yeast life ext	MRP1 act	E-sel TNF inh	GALR2 antag	Measles CPE	HCT116 PTEN-null	Phagocyt inh	BB579 growth dn	NPY Y2 blocker
CC(=O)c1c(C)[nH]c(C(=O)COc2ccc(C#N)cc2)c1C	87	-19	-1.7	23	8	28	92	·	-49	-1
O=c1[nH]cnc2nc3n(c12)CCCCC3	102	-3	-1.1	-20	7	14	98	-2	-46	3
O=C(Nc1ccccc1)c1cccc(C(F)(F)F)c1	93	-7	-1.5	·	11	12	89	-5	-6	3
Cc1cccc(NC(=O)CSc2nnc(-c3ccc(S(=O)(=O)N4CCCC4)cc3)o2)c1	103	-6	2.9	9	1	2	107	1	-12	0
CCN(CC)S(=O)(=O)c1cc(-c2nnc(-c3ccc(Br)cc3)o2)ccc1Cl	26	-21	-0.8	13	3	5	40	-1	-10	3
CCn1c(SCC(=O)NCc2ccccc2)nnc1-c1c[nH]c2ccccc12	91	-9	-2.5	-10	13	5	99	-1	19	5
Cc1ccc(-c2nc3ccccn3c2Nc2ccccc2)o1	88	3	-0.8	0	7	9	86	-8	-23	6
O=C(NCCN1CCOCC1)c1ccc2c(c1)N(Cc1ccccc1)C(=O)CS2	106	-10	-0.7	-27	-12	13	101	-1	-61	1
CCN=c1scc(-c2ccco2)n1/N=C/c1ccc(OC)c(O)c1	59	-16	-4.7	38	7	8	56	3	-40	-2
O=c1c2ccccc2nc(SCc2nnc(-c3ccccc3Br)o2)n1Cc1ccco1	87	-5	-1.0	-27	-6	·	95	·	-50	13
CCOC(=O)c1cccc(P(=O)(C(C)(C)C)C(C)(C)C)c1	77	1	-1.7	-49	-21	3	91	-9	-37	-1
CCSc1oc(-c2cccs2)nc1S(=O)(=O)c1ccccc1	89	-2	-3.3	-14	0	5	90	·	-17	3

Measles CPE, what is marked active above
| structure | Yeast life ext | E-sel TNF inh | GALR2 antag | Measles CPE | Phagocyt inh | BB579 growth dn | NPY Y2 blocker |
| --- | --- | --- | --- | --- | --- | --- | --- |
| CCCN1C2=NCCN2c2ccccc21 | -8 | -10 | -7 | 45* | 0 | -7 | 2 |

Hits appear at their usual frequency. About 6.3% of those tested had a hit in this group.
